Compound activity: PubChem BioAssay, NMMLSC
GRK2 inh = compounds blocking aptamer binding on GRK2 – biochemical, human GRK2, bead flow cytometry, HTS, primary screen | Beta-adrenergic receptor kinase 1 (Homo sapiens), P25098 | FAM-aptamer displacement from GRK2 | inhibition of aptamer binding, % at 10 µM | 330,000 compounds, 0.59% hits;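 active = inhibition of aptamer binding above 40%, roughly 3 SD of noise, on plates passing a quality check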;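 note: median bead fluorescence of bound FAM aptamer so fluorescent compounds give negative values; no value below 0 was filed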
Target sequence (P25098 whole entry, looked up): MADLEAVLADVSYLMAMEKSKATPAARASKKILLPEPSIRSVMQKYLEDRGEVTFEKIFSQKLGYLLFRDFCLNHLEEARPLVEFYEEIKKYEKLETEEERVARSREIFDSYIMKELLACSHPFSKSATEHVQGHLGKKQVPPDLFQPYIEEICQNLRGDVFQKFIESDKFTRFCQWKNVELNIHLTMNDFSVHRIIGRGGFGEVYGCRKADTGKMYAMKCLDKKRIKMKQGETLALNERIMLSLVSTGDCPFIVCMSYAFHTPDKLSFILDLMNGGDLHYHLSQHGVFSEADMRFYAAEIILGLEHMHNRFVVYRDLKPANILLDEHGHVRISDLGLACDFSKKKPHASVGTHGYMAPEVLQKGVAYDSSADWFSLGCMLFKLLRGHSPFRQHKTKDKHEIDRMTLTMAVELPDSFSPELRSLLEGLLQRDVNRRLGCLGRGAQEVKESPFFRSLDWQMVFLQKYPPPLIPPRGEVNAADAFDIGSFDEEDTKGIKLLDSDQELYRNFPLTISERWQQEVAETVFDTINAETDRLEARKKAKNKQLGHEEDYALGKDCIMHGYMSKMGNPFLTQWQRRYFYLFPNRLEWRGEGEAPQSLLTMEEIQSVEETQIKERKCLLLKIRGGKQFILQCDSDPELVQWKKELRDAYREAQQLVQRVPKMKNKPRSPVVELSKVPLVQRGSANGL
LAP4-GFP MLPCN = modulators of LAP4-GFP expression in yeast, primary screen, S. cerevisiae, multiplex flow cytometry, MLPCN library; 3 h; median GFP as percent of DMSO wells; GFP response vs DMSO, % at 10 µM; AID 2023, 2009; 320,000 compounds, 0.34% hits;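 active = GFP response vs DMSO above a set limit, about the screen mean plus 3 SD, cut at about 150% in these data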
CIT2 TOR yeast = modulators of CIT2-GFP expression in yeast, primary screen, S. cerevisiae, GFP fusion, multiplex flow cytometry, MLPCN library; S. cerevisiae CIT2-GFP strain, 3 h; 100 means same as DMSO wells; GFP response vs DMSO, % at 10 µM; 320,000 compounds, 0.065% hits;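 active = GFP response relative to DMSO above a set limit, near the screen mean plus 3 SD, cut at about 150% in these data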;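 note: ratio of well median GFP fluorescence to mean of DMSO wells on the plate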
AGP1 TOR yeast = modulators of AGP1-GFP expression in yeast TOR pathway, primary screen, cell-based, multiplex flow cytometry, S. cerevisiae, MLPCN library; 3 h; GFP as percent of DMSO wells; GFP response vs DMSO, % at 10 µM; 320,000 compounds, 0.02% hits; AID 2066, 2009;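 active = GFP response relative to DMSO above a set limit, near screen average plus 3 SD, cut at about 150% in these data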;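 note: median GFP channel fluorescence of the gated AGP1 strain per well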
Yeast superoxide = reduction of superoxide in aged yeast, primary screen, HTS; S. cerevisiae aged cells, superoxide DHE fluorescence; stronger effect = lower value; superoxide response (% of plate mean), % at 10 µM; 330,000 compounds, 0.18% hits;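 active = superoxide response under a set limit, about three screen SD below normal, cut at about 65% in these data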;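 note: yeast aged for seven days with compound at 30 °C before DHE staining; 100% = average MFI of all compound-treated wells on the plate with controls excluded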
MEP2-GFP yeast = modulators of MEP2-GFP levels in yeast, primary screen, S. cerevisiae, multiplex flow cytometry, MLPCN library; GFP response vs DMSO, % at 10 µM; 330,000 compounds, 0.51% hits; S. cerevisiae MEP2-GFP strain, 3 h; 100% = DMSO control level;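 active = GFP response versus DMSO above a set limit, roughly screen mean plus 3 SD, cut at about 180% in these data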;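 note: median GFP fluorescence of the barcode-gated MEP2-GFP cells per well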
RPL19A-GFP yeast = RPL19A-GFP expression modulators in yeast, primary screen, cell-based, S. cerevisiae, multiplex flow cytometry, MLPCN; 330,000 compounds, 0.3% hits; percent response vs DMSO, % at 10 µM; S. cerevisiae RPL19A-GFP strain, 3 h; stronger effect = lower value; AID 2025, 2009;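 active = percent response vs DMSO below 50%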;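 note: median channel GFP fluorescence of the barcoded RPL19A-GFP strain; ratio of sample median GFP to plate DMSO average so 100% = DMSO; lower means less RPL19A-GFP as with rapamycin TOR inhibition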
VLA-4 inh = inhibition in human VLA-4 binding assay, primary screen, VLA-4 allosteric modulator project, MLPCN library, flow cytometry, VLA-4 expressing cells; 330,000 compounds, 0.2% hits; AID 2557, 2010; ligand binding flow cytometry; inhibition, % (about 7 µM as worked out from the volumes in the protocol); in the data active = inhibition above about 50%
* = called active by the depositor; nt = no result given; & = joins results of further samples; ! = repeats disagree.

SMILES	GRK2 inh	LAP4-GFP MLPCN	CIT2 TOR yeast	AGP1 TOR yeast	Yeast superoxide	MEP2-GFP yeast	RPL19A-GFP yeast	VLA-4 inh
C/C(=N\NC(=O)CCCNc1cccc(C)c1)c1ccncc1	2	104	101	100	110	99	93	8
CCOc1ccc(-c2ccc(NS(=O)(=O)c3ccc([N+](=O)[O-])cc3)cc2)nn1	0	108	102	106	110	99	100	11
CC1CCCCC1NC(=O)CSc1nnc(-c2ccccc2)n1N (stereo not drawn)	0	97	109	101	87	102	101	0
CCOC(=O)CC(C#N)c1c[nH]c2ccccc12 (stereo not drawn)	2	90	85	86	98	93	96	0
O=S(=O)(c1ccc(Cl)cc1)N1CCN(CCc2ccccc2)CC1	0	103	119	104	85	112	104	0
Cc1nnc(NC(=O)CCC(=O)N2CCN(CCOc3cccc4ccccc34)CC2)s1	1	104	94	100	88	93	95	12
C[C@H](CO)N1C[C@H](C)[C@@H](CN(C)C(=O)NC2CCCCC2)Oc2ccc(NC(=O)c3ccncc3)cc2C1=O	5	86	98	94	89	88	95	13
CS(=O)(=O)c1cccc(C(=O)Nc2nnc(C3=COCCO3)o2)c1	3	99	107	112	100	104	100	9
CSc1nc2ccccc2n1CC(=O)N1CCCCC1	3	92	92	89	100	98	88	-3
O=S(=O)(NCc1ccc(Cl)cc1)NCc1ccc(Cl)cc1	0	108	115	107	102	109	104	0
COc1ccc(NC(=O)CC2C(=O)N(C)C(=S)N2Cc2cccs2)cc1 (stereo not drawn)	1	97	97	94	99	106	102	11
COc1cccc(/C=C/C(=C2/C(=O)N(c3ccccc3)N=C2C)c2ccc(C)cc2)c1OC	0	100	101	108	120	109	107	nt
C=C1CCN([C@H](C(=O)NCc2ccc(Cl)cc2)C(C)C)S(=O)(=O)c2ccccc21	1	115	113	98	89	91	106	-9
CCOC(=O)N1CCC(=NNC(=O)c2ccccc2F)CC1	0	105	102	103	83	102	101	19
Cc1ccc2c(c1)c1c(n2C)-c2[nH]ncc2CC1	2	101	84	82	123	101	89	9
Cc1cccc(NC(=S)NCc2ccco2)n1	1	104	87	95	115	103	94	-1
c1ccc(C2=NNC(c3ccccn3)=NN2)nc1	1	113	94	94	91	113	107	-16
Cc1cccc(C(=O)Nc2cc(NC(=O)c3cccs3)ccc2C)c1	0	102	96	97	97	107	97	10
COc1ccc(C(=O)N2CCN(c3ccccc3Cl)CC2)cc1S(=O)(=O)NC1CC1	1	95	94	97	101	96	98	-34
COc1cc(OC)nc(-n2ncc(Br)c(Br)c2=O)n1	1	105	92	96	79	91	97	23
O=C(O)c1cc(Cl)c2c(c1)OCO2	15	131	83	99	86	99	99	-1
Cc1ccc(S(=O)(=O)N2CCN(c3ncnc4scc(-c5ccc(F)cc5)c34)CC2)cc1	5	102	88	99	97	99	96	-1
COC(=O)/C=C1\SC(=NC(=O)c2cccc(Cl)c2)NC1=O	1	89	96	98	81	86	100	18
O=C(CCS(=O)(=O)c1ccccc1)N(CCCN1CCOCC1)c1nc2ccc(F)cc2s1	3	111	96	111	104	99	103	4
O=C(NC1(C(F)(F)F)C(=O)Nc2c1c(=O)[nH]c(=O)n2-c1ccc(F)cc1)c1cccnc1 (stereo not drawn)	0	107	99	110	100	108	106	26
COC(=O)c1c[nH]n2c(=O)c(Cc3ccc(F)cc3Cl)c(C)nc12	0	97	95	nt	108	99	97	25
O=S(=O)(c1ccc(NC(=S)NCc2ccncc2)cc1)N1CCCCC1	0	100	107	97	102	88	90	17
Cc1noc(C)c1C(=O)N1CCN(C(=O)c2sc3cc(Cl)ccc3c2Cl)CC1	5	114	104	nt	113	108	106	16
O=C(N/N=C\C=C\c1ccco1)C1COc2ccccc2O1 (stereo not drawn)	4	100	98	100	93	101	99	14
COc1ccc2c(c1)O[C@@H](c1cccc(C(F)(F)F)c1)[C@H](OC(=O)Nc1ccc(OC(F)F)cc1)C2=O	0	131	77	83	116	86	94	-13
COc1cc2ccccc2cc1C(=O)N(CCN(C)C)c1nc2c(OC)ccc(OC)c2s1	0	103	97	110	106	95	99	9
O=[N+]([O-])c1cc2c(cc1/C=N/Nc1nc(Nc3ccccc3)nc(N3CCCCC3)n1)OCO2	5	101	94	103	108	99	97	-2
COc1cccc(-c2nc(CS(=O)(=O)CC(=O)NCc3ccc(Cl)cc3)c(C)o2)c1	2	100	94	92	95	95	95	11
COc1ccc(C(=O)Cn2cc([N+](=O)[O-])nc2C)cc1	1	91	108	96	77	102	103	3
CC(NC(=O)c1ccc(F)cc1)c1ccc2c(c1)CCCC2 (stereo not drawn)	2	95	91	111	100	91	96	-23
O=C(Nc1nnc(C2CCCCC2)s1)c1ccc(Br)s1	0	93	100	92	93	94	92	1
COc1ccc(N2CCN(CC(=O)Nc3ncc(C)s3)CC2)cc1	0	93	109	106	107	112	109	35
O=C(CN1CCN(Cc2ccccc2)CC1)N/N=C/c1ccc(Br)s1	3	104	94	96	110	96	94	-3
CCc1nc(SCC(=O)N2c3ccccc3Sc3ccccc32)c2ccccc2n1	0	95	nt	104	97	102	99	-8
O=C1NC(Nc2nc3ccccc3s2)(C(F)(F)F)C(=O)N1C1CCCCC1 (stereo not drawn)	2	92	92	85	154	86	89	10
N#C/C(=C\c1ccc(O)c(Br)c1)C(=O)N1CCCCC1	3	94	100	98	109	108	105	-5
CC(OC(=O)c1ccc(-c2ccc(O)cc2)cc1)C(=O)NC1CCCCC1C (stereo not drawn)	3	111	97	107	109	103	100	5
COc1ccc(N/C=C/C(=C(C#N)C#N)N(C)C)cc1	1	104	105	111	94	103	105	3
CCOC(=O)N1CCN(S(=O)(=O)c2ccc(C(=O)Nc3nc4ccccc4s3)cc2)CC1	0	108	111	109	98	103	102	-7
COc1ccccc1CC(=O)NNS(=O)(=O)c1ccccc1[N+](=O)[O-]	1	97	101	102	109	97	98	27

Just CIT2 TOR yeast, GRK2 inh and LAP4-GFP MLPCN, for 2 of the compounds above:
| Molecule | CIT2 TOR yeast | GRK2 inh | LAP4-GFP MLPCN |
| --- | --- | --- | --- |
| COc1cccc(-c2nc(CS(=O)(=O)CC(=O)NCc3ccc(Cl)cc3)c(C)o2)c1 | 94 | 2 | 100 |
| COc1ccc(C(=O)Cn2cc([N+](=O)[O-])nc2C)cc1 | 108 | 1 | 91 |

Two entries from above in a different format:
Second line of a record: GRK2 inh	LAP4-GFP MLPCN	CIT2 TOR yeast	AGP1 TOR yeast	Yeast superoxide	MEP2-GFP yeast	RPL19A-GFP yeast	VLA-4 inh
- O=C(CN1CCN(Cc2ccccc2)CC1)N/N=C/c1ccc(Br)s1
  3	104	94	96	110	96	94	-3
- COc1ccc(N/C=C/C(=C(C#N)C#N)N(C)C)cc1
  1	104	105	111	94	103	105	3

Going on with the list:
SMILES	GRK2 inh	LAP4-GFP MLPCN	CIT2 TOR yeast	AGP1 TOR yeast	Yeast superoxide	MEP2-GFP yeast	RPL19A-GFP yeast	VLA-4 inh
O=C(NCc1ccccc1Cl)C1CCN(S(=O)(=O)c2ccc(-n3cnnn3)cc2)CC1	0	95	104	109	94	107	101	5
Cc1ccc(S(=O)(=O)N2[C@@H](c3ccccc3)C(C(=O)O)=CC[C@H]2c2ccc3c(c2)OCO3)cc1	0	135	113	85	76	88	96	-3
O=C(NC1CCCCC1)C(c1ccc(Cl)cc1)N(C(=O)c1ccccn1)c1cccnc1 (stereo not drawn)	3	96	88	97	106	102	91	6
Cc1nn(CC(=O)Nc2ccccn2)c(C)c1[N+](=O)[O-]	2	102	97	102	98	103	102	16
C/C(=N\NC(=O)c1cc(-c2ccncc2)nc2ccccc12)c1ccc(N2CCOCC2)cc1	0	93	101	99	118	96	103	2
Cc1ccc(NC(=O)NCc2cccnc2)cc1	0	102	103	102	103	99	101	-15
COC(=O)c1ccc(NCC(=O)c2ccccc2)cc1	0	90	82	84	97	96	92	6
CNC(=S)N/N=C/c1ccccc1OCC(=O)O	0	105	98	104	89	103	99	14
COc1ccc(-c2nc3cnccn3c2Nc2ccc3c(c2)OCO3)cc1	2	101	102	98	102	101	97	-8
Cc1ccc(C)c(N(CC(=O)N(C)C)S(C)(=O)=O)c1	0	96	93	95	95	98	98	16
Oc1oc(C=Nc2ccc(F)cc2F)c2ccccc12	0	95	106	104	91	110	109	3
Cc1ccc(S(=O)(=O)N2CCN(S(=O)(=O)N3CCOCC3)CC2)cc1	0	96	97	106	105	101	98	20
Cc1ccc(-n2c(C)cc(=O)cc2C)cc1[N+](=O)[O-]	2	98	105	104	118	99	99	-8
OC1C(O)C(O)C(O)C(O)C1O (stereo not drawn)	0&0&0	98&110&106	85&83&83	94&89&90	94&101&90	101&100&102	102&103&106	51*!
O=C(Cc1cccs1)Nc1nnc(SCc2cccc3ccccc23)s1	3	95	106	104	97	94	104	13
COC(=O)c1ccc(S(=O)(=O)N2CCCCC2)o1	0	92	92	82	100	104	97	9
CCOCC(=O)Nc1ccc(S(=O)(=O)Nc2ncccn2)cc1	0	101	101	99	112	97	97	4
CCOc1c2ccccc2nn1CCO	0	121	87	77	105	94	94	-11
Cc1ccccc1N1C(=O)C(Oc2ccc(Cl)cc2)C1CNCCCOC(C)C (stereo not drawn)	0	97	102	103	99	100	106	4

By substructure, the entries above with two or more sulfur atoms.
SMILES	GRK2 inh	LAP4-GFP MLPCN	CIT2 TOR yeast	AGP1 TOR yeast	Yeast superoxide	MEP2-GFP yeast	RPL19A-GFP yeast	VLA-4 inh
COc1ccc(NC(=O)CC2C(=O)N(C)C(=S)N2Cc2cccs2)cc1 (stereo not drawn)	1	97	97	94	99	106	102	11
Cc1ccc(S(=O)(=O)N2CCN(c3ncnc4scc(-c5ccc(F)cc5)c34)CC2)cc1	5	102	88	99	97	99	96	-1
O=C(CCS(=O)(=O)c1ccccc1)N(CCCN1CCOCC1)c1nc2ccc(F)cc2s1	3	111	96	111	104	99	103	4
O=S(=O)(c1ccc(NC(=S)NCc2ccncc2)cc1)N1CCCCC1	0	100	107	97	102	88	90	17
O=C(Nc1nnc(C2CCCCC2)s1)c1ccc(Br)s1	0	93	100	92	93	94	92	1
CCc1nc(SCC(=O)N2c3ccccc3Sc3ccccc32)c2ccccc2n1	0	95	nt	104	97	102	99	-8
CCOC(=O)N1CCN(S(=O)(=O)c2ccc(C(=O)Nc3nc4ccccc4s3)cc2)CC1	0	108	111	109	98	103	102	-7
Cc1ccc(S(=O)(=O)N2CCN(S(=O)(=O)N3CCOCC3)CC2)cc1	0	96	97	106	105	101	98	20
O=C(Cc1cccs1)Nc1nnc(SCc2cccc3ccccc23)s1	3	95	106	104	97	94	104	13
